Bioassay records (PubChem BioAssay)
phage Ecoli inh: E. coli growth loss with phage present; growth absorbance; inhibition, % at 11.9 µM; 360,000 tested, 0.26% active; AID 651602; in the data active = inhibition above about 11%
AddAB inh: less growth of phage-infected E. coli with AddAB. E. coli expressing H. pylori AddAB, absorbance growth. inhibition, % at 11.9 µM. 330,000 tested, 0.29% active; in the data active = inhibition above about 12%;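 note: 0% = vehicle wells of infected cells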
PfHsp90 yeast 2: reduces growth (ATP signal) of yeast expressing P. falciparum Hsp90. AID 504621. inhibition, % at 9.4 µM. S. cerevisiae expressing PfHsp90, BacTiter-Glo ATP, 48 h; yeast lacking PDR1 and PDR3 efflux regulators. 310,000 tested, 0.32% active;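 active = every replicate shows inhibition above about 80%, whatever the replicate mean, limit read from the data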;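 note: 0% = DMSO neutral controls and 100% = 20 µM radicicol positive controls; yeast relying on Plasmodium falciparum Hsp90 in place of its own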
PKA-R1A act: activators of PKA-R1A complex. P00514+P68181. PKA-R1A dissociation, Cy5-IP20 fluorescence polarization; scaled: DMSO 0%, 113 µM cGMP 100%. activation, % at 11.4 µM. 340,000 tested, 0.083% active;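 active = percent activation above the mean of all tested compounds plus 3 SD, cut at about 19% in these data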;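 note: higher means more PKAc released from R1A so a rise in polarization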
E coli growth: counter-screen for AddAB inhibitors: E. coli growth inhibition; E. coli V3065 growth, OD600 absorbance, 18 h; inhibition, % at 11.9 µM; 330,000 tested, 0.27% active; AID 449728;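 active = inhibition above the campaign's mean inhibition across all tested compounds plus 3 SD, cut at about 9.9% in these data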;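 note: uninfected addAB+ strain grown without phage in ampicillin broth; 0% = DMSO wells and 100% = ciprofloxacin 0.95 µg/ml wells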
SUMO Mot1 rescue: blocks SUMOylation pathway, rescuing yeast Mot1-301 growth | S. cerevisiae Mot1-301 growth rescue, ATP luminescence, 38.5C; percent above DMSO median, 100 means doubled | growth rescue, % at 18.8 µM | 320,000 tested, 1% active;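 active = every valid replicate shows activation above 250% relative to neutral control wells; inactive = the rest, any valid replicate at or below 250%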;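 note: OY570 slx delta 5 strain wells were the positive control but not used for scaling; some compounds called inactive have numbers as strong as hits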
Arrestin-AP2 inh: inhibitors of human beta-arrestin and AP2 interaction. 340,000 tested, 0.31% active. inhibition, % at 10 µM. FITC-arrestin peptide / GST-AP2 beads, flow cytometry; AP2 beta2 appendage carries R879A mutation. AID 504490;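 active = inhibition above a set limit, near 3 SD of compounds lacking own fluorescence, cut at about 54% in these data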;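 note: plate controls were DMSO wells for no effect and 5 µM unlabelled arrestin peptide for full effect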
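Assay system: GST-AP2 R879A bound to glutathione beads, E. coli-expressed; Medium: PBS with 0.05% Tween 20 and 0.1% BSA; Also added: fluorescein-tagged arrestin peptide at 50 nM final; Timing: 12 min plus 1 h, RT; Measured by: flow cytometry, FL1 (488/535 nm); Evaluation: percent drop in bead-associated FITC signal.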
MOR-DOR ag: agonists of human mu-delta opioid receptor heterodimerization | cells, OPRM1-OPRD1 heterodimerization, luminescence | 340,000 tested, 0.3% active | P35372+P41143 | AID 504326 | activation, % at 9.3 µM; in the data active = activation above about 18%;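 note: 0% = vehicle-treated cells and 100% = reference agonist; values of inactives mirror those of a sister screen read the other way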
Target sequence (P35372 whole entry, looked up): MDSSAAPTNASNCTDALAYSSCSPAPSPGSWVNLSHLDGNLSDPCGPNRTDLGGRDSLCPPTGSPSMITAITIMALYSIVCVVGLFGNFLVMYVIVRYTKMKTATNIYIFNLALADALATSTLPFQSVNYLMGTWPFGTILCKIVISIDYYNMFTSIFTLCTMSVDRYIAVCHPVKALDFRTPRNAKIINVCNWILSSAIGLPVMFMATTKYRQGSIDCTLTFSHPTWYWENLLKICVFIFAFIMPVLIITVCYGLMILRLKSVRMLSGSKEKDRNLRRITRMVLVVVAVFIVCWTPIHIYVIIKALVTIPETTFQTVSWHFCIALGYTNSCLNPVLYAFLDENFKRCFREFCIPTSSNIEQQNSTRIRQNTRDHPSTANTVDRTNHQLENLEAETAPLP
Target sequence (P41143 whole entry, looked up): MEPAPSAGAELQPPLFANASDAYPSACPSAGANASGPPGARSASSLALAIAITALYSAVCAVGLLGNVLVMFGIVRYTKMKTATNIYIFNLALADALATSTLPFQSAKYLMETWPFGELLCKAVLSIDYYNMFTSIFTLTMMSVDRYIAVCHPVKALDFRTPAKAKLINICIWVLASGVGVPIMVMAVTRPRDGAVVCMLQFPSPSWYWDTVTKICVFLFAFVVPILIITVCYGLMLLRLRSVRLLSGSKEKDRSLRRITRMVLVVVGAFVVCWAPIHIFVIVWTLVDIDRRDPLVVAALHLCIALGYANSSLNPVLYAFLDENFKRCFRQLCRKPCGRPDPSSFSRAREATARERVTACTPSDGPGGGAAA
Pemphigus Ab inh: human desmoglein-3 autoantibody binding inhibition | P32926 | binding (percent of control), % at 10 µM | 310,000 tested, 0.48% active | AID 588358 | DSG3-coupled beads, scFv-anti-DSG3-GFP binding, flow cytometry; stronger effect = lower value;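 active = binding more than 3 SD below its plate's average and above zero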;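 note: hits lower antibody fragment binding to DSG3; some compounds called inactive have numbers as strong as hits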
Tat transport: inhibitors of E. coli Tat protein transport | inhibition, % at 10 µM | E. coli MC4100 TorA-mCherry Tat export, fluorescence | 340,000 tested, 0.036% active;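 active = mean replicate inhibition at least 50% and at least half of replicates individually reaching 50%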;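 note: exported cargo escapes ClpAP degradation while cytoplasmic cargo is degraded and loses fluorescence; 0% = median of neutral control wells and 100% = median of NaSCN control wells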
OPRM1-OPRD1 inv: inverse agonist of human OPRM1-OPRD1 heterodimerization | 340,000 tested, 0.21% active | cell-based MOR-DOR heterodimer luminescence, inverse agonism | inhibition, % at 9.3 µM | P35372+P41143; in the data active = inhibition above about 22%, passing the limit was not always enough;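 note: 0% = cells with DMSO and 100% = wells without cells with DMSO; values of inactives mirror those of a sister screen read the other way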
Numbers without * were called inactive; / = not tested or not shown.

| no. | SMILES | Tat transport | SUMO Mot1 rescue | PKA-R1A act | Arrestin-AP2 inh | AddAB inh | phage Ecoli inh | Pemphigus Ab inh | PfHsp90 yeast 2 | MOR-DOR ag | E coli growth | OPRM1-OPRD1 inv |
| --- | --- | --- | --- | --- | --- | --- | --- | --- | --- | --- | --- | --- |
| 1 | NS(=O)(=O)c1ccc(CCNCc2cccs2)cc1 | -3 | -3 | 4 | 14 | 1.3 | 2.2 | 101 | -46 | -1.8 | -1.8 | 10 |
| 2 | O=C1CC(=O)N(CCc2ccccc2)C(=O)N1CCc1ccccc1 | 7 | -13 | 3 | 7 | -4.0 | 0.2 | 99 | / | -2.2 | -2.9 | 10 |
| 3 | Cc1ccc(C(=O)/C=C/c2cc(C#N)n(C)c2C)cc1 | -2 | 117 | 7 | 3 | 1.7 | 1.1 | 105 | -14 | -1.7 | 2.5 | 9 |
| 4 | O=C(NCCCN1CCOCC1)C1COc2ccccc2O1 (centres undefined) | 3 | -8 | -7 | 5 | 0.3 | 0.1 | 107 | / | -1.9 | -2.3 | 9 |
| 5 | CCc1nn(CCCC(=O)N2CCc3ccccc3C2)c(=O)c2cc3occc3n12 | -2 | 5 | -8 | 2 | 2.6 | 0.2 | 89 | 8 | -0.1 | 0.4 | 1 |
| 6 | CC(C)(C)n1nnnc1CN1CCC(NC(=O)NC2CCCCC2)CC1 | 3 | -2 | -10 | 0 | 1.4 | 2.0 | / | 15 | -1.4 | -0.7 | 7 |
| 7 | CCOc1ccc(S(=O)(=O)N2CCC(C(=O)NCc3ccncc3)CC2)cc1Cl | -3 | 12 | 3 | -8 | 1.8 | 1.4 | / | -1 | -3.6 | -3.2 | 19 |
| 8 | O=C(c1ccc(CSc2ccc(Cl)cc2)cc1)N1CCCC1 | 0 | -3 | 2 | -8 | 1.2 | 6.2 | 106 | -5 | 1.0 | -1.8 | -7 |
| 9 | NNC(=O)c1ccc(COc2cccc3ccccc23)o1 | -8 | 120 | -5 | -5 | 4.1 | 3.5 | / | 17 | -0.5 | 0.6 | 3 |
| 10 | CC(C)CCNC(=O)CCc1nnc(Cc2c[nH]c3ccccc23)o1 | 10 | 2 | 3 | 4 | -0.5 | 3.4 | 103 | 8 | -2.3 | 0.9 | 12 |
| 11 | COc1ccc(CN2CCOCCOCCOCCOCCOCC2)cc1 | 7 | -14 | -3 | 0 | 1.3 | 4.2 | / | -16 | -3.2 | 1.6 | 16 |
| 12 | O=C(Cc1ccc(Cl)cc1)Nc1ccc(-c2cc3ccccc3oc2=O)c(Cl)c1 | 7 | 13 | -2 | 1 | 0.5 | 1.5 | 124 | -24 | 1.3 | 0.8 | -7 |
| 13 | Cc1ccc(S(=O)(=O)N2C[C@@H]3CCCC[C@@H]3[C@@H](C)[C@H]2c2cn(Cc3ccccc3)c3ncccc23)cc1 | 1 | / | -2 | 15 | -2.8 | 3.7 | 94 | 18 | -1.0 | -0.7 | 5 |
| 14 | CN1C2=CC=CC=CC2=[N+](C)C12C([N+](=O)[O-])=CC(=[N+]([O-])[O-])C=C2[N+](=O)[O-] (centres undefined) | -17 | 14 | / | -10 | 3.2 | 0.8 | 93 | 11 | / | 2.2 | / |
| 15 | O=C1/C(=C/c2ccccc2F)SC(=S)N1CC(=O)N1CCCCC1c1cccnc1 (centres undefined) | 0 | 65 | -6 | -2 | 4.2 | -0.6 | 110 | -29 | -1.3 | 0.2 | 6 |
| 16 | Fc1ccc(Cn2c(-c3cscn3)nc3ccccc32)c(Cl)c1 | -2 | / | -6 | 28 | 0.0 | -0.1 | 71 | 2 | 3.4 | -0.1 | -20 |
| 17 | CCCCCNC(=O)Cc1ccc(S(=O)(=O)N2CCOCC2)s1 | 0 | 0 | 3 | 2 | -1.5 | 0.2 | 96 | 4 | -1.7 | -0.8 | 11 |
| 18 | COc1ccc(OC)c(N(CC(N)=O)S(=O)(=O)c2ccc(OC)c(OC)c2)c1 | -3 | 3 | 6 | 9 | 3.1 | 2.4 | 101 | -33 | -2.3 | 1.7 | 12 |
| 19 | COCCCNC(=O)C1CCCCN1S(=O)(=O)c1ccc(F)cc1 (centres undefined) | -2 | 19 | -6 | 5 | 1.4 | 2.2 | / | 12 | -1.6 | -0.8 | 8 |
| 20 | Cc1ccc(-c2c3c(nc4sc(C(N)=O)c(N)c24)CCCC3)o1 | 6 | 16 | -7 | 17 | -0.2 | 1.1 | 101 | 7 | -0.4 | -1.4 | 2 |
| 21 | O=C(NCCC1CCCCN1S(=O)(=O)c1ccccc1)C(=O)NCc1ccccn1 (centres undefined) | -5 | 0 | 7 | -16 | 1.0 | -3.1 | 109 | 11 | -2.9 | 0.4 | 16 |
| 22 | CC(=O)c1cc(C)ccc1OC(=O)c1ccncc1 | -1 | -10 | -4 | 14 | 6.2 | 3.0 | 115 | 8 | -1.1 | 1.6 | 5 |
| 23 | CC1=CCC(C(=O)O)(C(=O)N/N=C/c2cccs2)C(c2ccc([N+](=O)[O-])cc2)C1 (centres undefined) | 9 | -16 | -3 | -5 | 0.4 | 2.4 | 33* | -4 | 1.7 | -1.2 | -9 |
| 24 | CC1CCc2sc(C(=O)NCc3ccccn3)cc2C1 (centres undefined) | 19 | 284 | 4 | 12 | 1.0 | 2.0 | 94 | 28 | 0.3 | 0.2 | -2 |
| 25 | O=C(c1c[nH]c(C(=O)N2CCN(Cc3ccccc3)CC2)c1)C1CCCCC1 | -8 | -4 | -3 | 1 | -1.5 | 2.2 | 97 | -27 | 0.6 | 1.5 | -3 |
| 26 | O=C(O)c1ccc2nc(-c3ccccc3)sc2c1 | 7 | 134 | -14 | 36 | 6.2 | 1.4 | 106 | -3 | -1.4 | 0.3 | 8 |
| 27 | O=C(Nc1ccc2c(c1)OCCO2)NC1(C(F)(F)F)Oc2ccccc2O1 | -2 | -9 | 17 | 25 | 2.0 | 0.2 | 99 | -12 | 0.7 | -0.4 | -4 |
| 28 | O=C(NC1CCCc2ccccc21)N[C@@H](Cc1ccccc1)C(=O)O (some centres undefined) | -3 | -9 | 2 | -6 | -0.2 | 0.3 | 99 | 17 | 0.3 | 1.6 | -2 |
| 29 | Cc1ccc(CNCCNCCO)s1 | -7 | -4 | -1 | 10 | 2.0 | 0.2 | 120 | -25 | -1.9 | 0.4 | 9 |
| 30 | O=C(NCCCN1CCOCC1)c1cnn2c(-c3ccccc3)cc(-c3ccccc3)nc12 | 0 | -19 | -1 | -2 | -2.5 | -0.5 | 98 | 13 | -1.5 | -5.5 | 8 |
| 31 | CCCN1CCC(=O)N(CCN=[N+]=[N-])CC1 | 5 | 127 | -16 | 25 | 2.8 | -1.3 | 105 | -1 | -2.5 | 1.4 | 14 |
| 32 | CN1CC(c2ccccc2)C2(COc3ccccc3C2=O)C12C(=O)Nc1ccccc12 (centres undefined) | 1 | 11 | -5 | 28 | -0.7 | 2.8 | 103 | -29 | 4.9 | -0.9 | -26 |
| 33 | CCc1nc2sc3c(c2c(=O)n1NC(=O)CCl)CCCC3 | 11 | 2 | 5 | 9 | 0.2 | 3.6 | 98 | -4 | -2.0 | -0.6 | 10 |
| 34 | O=C(NNC(=O)c1cccnc1)Nc1ccc([N+](=O)[O-])cc1 | 1 | -7 | 7 | -6 | 4.6 | 6.7 | 97 | 2 | -2.9 | 2.0 | 17 |
| 35 | CS(=O)(=O)N(CC(=O)Nc1ccc2c(c1)OCO2)Cc1ccccc1 | -5 | -4 | -4 | -8 | 0.2 | 2.3 | 97 | 2 | 0.5 | 0.8 | -3 |
| 36 | COc1ccc(-c2c(C)nn3c(N4CCC(C(=O)NCCN(C)C)CC4)cc(C)nc23)cc1OC | 3 | -15 | 1 | -7 | 3.4 | 3.4 | 90 | / | -2.7 | -1.9 | 13 |
| 37 | COc1cc(/C=C(\C#N)C(=O)NC(C)C)ccc1OCc1ccc(C(=O)O)cc1 | 0 | 18 | -1 | -27 | 2.4 | 0.9 | 96 | 10 | -2.0 | 0.8 | 10 |
| 38 | Cc1ccc(-c2cc(C(F)F)n3ncc(C(=O)Nc4c(C)nn(Cc5ccccc5Cl)c4C)c3n2)cc1 | -12 | 0 | -4 | -3 | -1.6 | -0.2 | / | -16 | -1.2 | -1.2 | 7 |
| 39 | C=CC[N+]1(CC(=O)NCc2ccc(NC(C)=O)cc2)CCOCC1 | -1 | 141 | -1 | 7 | -1.6 | 2.6 | 106 | -17 | -0.9 | 0.8 | 5 |
| 40 | CCCCN(C(=O)c1oc2ccc(OCC)cc2c1C)c1c(N)n(CCCC)c(=O)[nH]c1=O | 3 | -25 | 1 | 21 | 0.5 | 2.0 | 116 | / | -1.2 | -0.8 | 7 |
| 41 | C=CCN1c2ccccc2C(=O)C(C)S1(=O)=O (centres undefined) | -5 | / | -2 | -2 | 0.6 | 1.7 | 94 | -12 | -2.7 | -0.5 | 13 |
| 42 | Cc1ccccc1CSc1ncnc2ccccc12 | 14 | -6 | -1 | 1 | 2.3 | -4.6 | 96 | -24 | 7.6 | 0.0 | -36 |
| 43 | O=C(CCCN=C1NS(=O)(=O)c2ccccc21)OCC(=O)c1ccccc1Cl | 1 | -20 | -8 | 7 | -3.3 | 4.1 | 119 | 11 | -1.8 | -0.1 | 10 |
| 44 | CC(C)(CN1CCN(c2ccccc2)CC1)NS(=O)(=O)c1ccccc1 | -2 | -3 | 10 | 13 | 0.3 | 2.3 | 81 | -7 | 3.4 | -0.8 | -18 |
| 45 | CS/C(=N\S(=O)(=O)c1ccc(N)cc1)NS(=O)(=O)c1cccs1 | 4 | / | -6 | 7 | -0.9 | / | 96 | -12 | -2.0 | -0.4 | 11 |
| 46 | CCCCC1(Cc2cccc([N+](=O)[O-])c2)C(=O)N(c2ccccc2)N(c2ccccc2)C1=O | 1 | -29 | 2 | 5 | -1.2 | 2.2 | 111 | -17 | 1.4 | 0.9 | -9 |

Gathered by group, the compounds so far with two or more sulfur atoms.
| no. | SMILES | Tat transport | SUMO Mot1 rescue | PKA-R1A act | Arrestin-AP2 inh | AddAB inh | phage Ecoli inh | Pemphigus Ab inh | PfHsp90 yeast 2 | MOR-DOR ag | E coli growth | OPRM1-OPRD1 inv |
| --- | --- | --- | --- | --- | --- | --- | --- | --- | --- | --- | --- | --- |
| 1 | NS(=O)(=O)c1ccc(CCNCc2cccs2)cc1 | -3 | -3 | 4 | 14 | 1.3 | 2.2 | 101 | -46 | -1.8 | -1.8 | 10 |
| 15 | O=C1/C(=C/c2ccccc2F)SC(=S)N1CC(=O)N1CCCCC1c1cccnc1 (centres undefined) | 0 | 65 | -6 | -2 | 4.2 | -0.6 | 110 | -29 | -1.3 | 0.2 | 6 |
| 17 | CCCCCNC(=O)Cc1ccc(S(=O)(=O)N2CCOCC2)s1 | 0 | 0 | 3 | 2 | -1.5 | 0.2 | 96 | 4 | -1.7 | -0.8 | 11 |
| 45 | CS/C(=N\S(=O)(=O)c1ccc(N)cc1)NS(=O)(=O)c1cccs1 | 4 | / | -6 | 7 | -0.9 | / | 96 | -12 | -2.0 | -0.4 | 11 |
